EPAC1 antag: EPAC1 (human) antagonism | O95398 | EPAC1 GEF assay, Rap1b-BODIPY-GDP exchange fluorescence | Potency, µM (titrated, usually from 115 µM), for inactives: at the top dose activity change, negative = inhibition, usual class: inhibitors | actives 0.14% (n = 360,000) | AID 720709;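 further: potency means the concentration at half of the fitted maximal effect; plate controls were vehicle for no effect and positive control for full effect; nearly all actives have a fitted effect of over 50% in size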
Target sequence (O95398 whole entry, looked up): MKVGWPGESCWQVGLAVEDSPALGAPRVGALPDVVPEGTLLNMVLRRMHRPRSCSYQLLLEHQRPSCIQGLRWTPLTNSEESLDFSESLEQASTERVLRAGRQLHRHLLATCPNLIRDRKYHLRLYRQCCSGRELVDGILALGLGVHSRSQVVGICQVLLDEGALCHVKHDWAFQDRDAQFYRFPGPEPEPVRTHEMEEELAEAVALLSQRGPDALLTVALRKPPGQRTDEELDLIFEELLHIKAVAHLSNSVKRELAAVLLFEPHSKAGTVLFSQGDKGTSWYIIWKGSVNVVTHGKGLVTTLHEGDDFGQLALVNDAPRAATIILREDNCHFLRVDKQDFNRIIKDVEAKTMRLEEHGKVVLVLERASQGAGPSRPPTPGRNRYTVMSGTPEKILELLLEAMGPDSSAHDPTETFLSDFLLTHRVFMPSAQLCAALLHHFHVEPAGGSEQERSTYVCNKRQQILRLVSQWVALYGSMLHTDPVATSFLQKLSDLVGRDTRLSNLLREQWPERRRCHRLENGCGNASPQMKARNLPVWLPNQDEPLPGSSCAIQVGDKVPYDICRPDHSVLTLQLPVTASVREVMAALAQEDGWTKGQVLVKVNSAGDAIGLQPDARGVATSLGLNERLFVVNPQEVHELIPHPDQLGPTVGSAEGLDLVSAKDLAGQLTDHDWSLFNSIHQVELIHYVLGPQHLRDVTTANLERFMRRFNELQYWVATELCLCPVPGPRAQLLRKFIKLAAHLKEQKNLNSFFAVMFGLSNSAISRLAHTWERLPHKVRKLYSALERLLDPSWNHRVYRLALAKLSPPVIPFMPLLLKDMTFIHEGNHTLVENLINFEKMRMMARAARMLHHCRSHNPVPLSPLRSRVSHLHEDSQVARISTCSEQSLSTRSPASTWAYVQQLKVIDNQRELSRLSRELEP
PI5P4Ka inh: PI5P4K alpha (human) kinase inhibition | P48426 | PI5P4Kalpha enzyme, ADP-Glo luminescence, 60 min; stronger effect = lower value | max response, % | actives 1.2% (n = 330,000); active means max response of -50% or lower; inconclusive means between -30% and -50%; inactive means -30% or higher; further: value at the top dose of about 77 µM; on the % scale 0 is the no-effect control and ±100 the full control effect
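ADP-Glo luminescence end-point read after a 60 min room-temperature kinase reaction of PI5P4Kalpha plus substrate, initiated with ATP at 5 microM final. Buffer: 0.038 M HEPES pH 7.4, EGTA, 0.1% CHAPS, 5% DMSO.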
Abeta yeast res: compounds reversing amyloid beta toxicity in yeast; yeast expressing A-beta42, growth rescue, OD600, 48 h; response scale: 0% DMSO, 100% iron-clioquinol control; Potency, µM (top dose mostly 46.1 µM), without a hit: at the highest dose growth rescue, usual class: activators; actives 0.063% (n = 410,000); AID 1347071; further: potency means the concentration at half of the fitted maximal effect; nearly all actives have a fitted effect of over 55% in size
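Yeast A-beta toxicity model in growth medium with pinned compounds, 48 h at 30 C; growth read as absorbance at 600 nm. Normalized to FeCl3/clioquinol equimolar mix (positive) and DMSO (negative).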
FUS suppressor: suppressors of FUS proteinopathy in yeast. S. cerevisiae FUS-expressing, growth rescue, OD600, 24 h. Potency, µM (highest dose often 76.6 µM), without a hit: at the top dose growth rescue (activation), usual class: activators. actives 0.24% (n = 390,000). AID 1347120;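 further: potency means the concentration at half of the fitted maximal effect; plate controls were DMSO vehicle for no effect and reference control for full effect; nearly all actives have a fitted effect of over 55% in size; some results filed as inactive show a strong effect at the top dose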
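Toxicity suppression screen in FUS-yeast. Cells induced with 2% galactose, starting OD 0.005, treated 24hr at 30C with compounds at multiple final concentrations; growth by OD600.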
EPAC1 ag: agonists of human EPAC1; O95398; Potency, µM (series often up to 154 µM), inactives show at the top dose activation, actives largely listed as activators; actives 0.073% (n = 360,000); EPAC1 agonist qHTS, biochemical assay; response scale: 100% = response to 6.5 mM cAMP; further: potency means the concentration at half of the fitted maximal effect; nearly all actives have a fitted effect of over 60% in size
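EPAC1 100 nM, Rap1B–BODIPY-GDP 250 nM, unlabeled GDP 50 uM; compound titration; 5 min RT; kinetic read ex480/em540 at 5-min intervals ×30 min; data normalized to 6.5 mM cAMP agonist control.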
IL-2 act: activates IL-2 in a cell-based reporter assay. IL-2 activation reporter assay, cell-based qHTS; stimulated with anti-CD3/CD4/CD28 beads; in transgenic mouse T cells. actives 0.065% (n = 360,000). activation, % (series mostly up to about 46 µM); in the data active means activation above about 50%; inconclusive means mostly about 30% to 49%; further: 0% is about no effect
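Screening format: compound pinned onto unstimulated transgenic mouse T cells, 60 min incubation, then anti-CD3/anti-CD4/anti-CD28 bead stimulation for 18 hours at 37 degrees C, followed by EGFP and DsRed detection.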
WRN inhibitor: blocks human WRN helicase; WRN helicase unwinding, fluorescent forked duplex, kinetic; Potency, µM (highest dose often 114 µM), for the others: at the highest dose activity change, negative = inhibition, hits mostly inhibitors; Q14191; actives 0.46% (n = 360,000); further: potency means the concentration at half of the fitted maximal effect; on the % scale 0 is the no-effect control and ±100 the full control effect; nearly all actives have a fitted effect of over 55% in size
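WRN at 20 nM final was preincubated with compound for 15 min at room temperature; reaction started with 100 nM forked duplex oligonucleotide carrying fluorophore and quencher plus 2 mM ATP (final). Unwinding followed kinetically by red fluorescence (ex 525/em 598 nm).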
PLK1 PBD inh: inhibitors of human PLK1 polo-box domain binding; P53350; Plk1 PBD binding of FITC phosphopeptide, fluorescence polarization; Potency, µM, without a hit: max response, negative = inhibition, usual class: inhibitors; actives 2.8% (n = 360,000); AID 720504; further: potency means the concentration at half of the fitted maximal effect; series mostly up to about 57 µM; on the % scale 0 is the no-effect control and ±100 the full control effect; nearly all actives have a fitted effect of over 65% in size
* = called active by the depositor; ? = inconclusive; . = no result given; [ ] = dose if it differs, or a comment. Unless noted, the call rests on the fitted dose curve; in most records, active means well fitted curve in the direction sought with a large enough effect; inconclusive means small, poorly fitted or top-dose-only effect, or another doubt; inactive means no such curve, though single readings can be large; an effect the other way counts as inactive or inconclusive.

SMILES	EPAC1 antag	PI5P4Ka inh	Abeta yeast res	FUS suppressor	EPAC1 ag	IL-2 act	WRN inhibitor	PLK1 PBD inh
CCS(=O)(=O)Nc1cccc(C(=O)CC2(O)C(=O)Nc3ccccc32)c1 (stereo unspecified)	-17%	6	-4%	-4%	4%	0.2	-16%	-8%
CCOC(=O)c1ccc(NC(=O)NC2CC3CCC(C2)N3)cc1 (stereo unspecified)	0%	3	4%	-11%	0%	0.2	-1%	2%
CC1COc2ccccc2N1S(=O)(=O)c1ccc(Cl)cc1 (stereo unspecified)	0%	6	-21%	14%	5%	-0.5	-5%	-25%
COc1ccccc1-n1cnnc1SC(C)C(=O)NCC1CCCO1 (stereo unspecified)	-3%	0	-1%	-3%	7%	-0.3	-7%	-5%
CCCc1nnc(NC(=O)CCC(=O)N2CCN(Cc3ccc(OC)c(F)c3)CC2)s1	10%	6	1%	2%	6%	-2.7	-2%	-1%
CN(C)S(=O)(=O)c1cccc(C(=O)OCC(=O)Nc2ccc3c(c2)OCCO3)c1	-30%	-2	16%	4%	14%	0.3	-6%	-3%
C[C@H](NC(=O)c1cc2cc(Cl)ccc2n1C)C(=O)N[C@@H](Cc1ccccc1)C(=O)O	-4%	0	13%	-3%	-1%	-1.5	7%	-13%
N#CC1=C(N)Oc2n[nH]c(-c3cccs3)c2C1c1cccnc1 (stereo unspecified)	8%	-50*	32%	5%	-3%	-4.7	-7%	-9%
O=C(NCCN1CCCCC1)/C(=C/c1ccco1)NC(=O)c1ccccc1	13%	0	-16%	17%	-3%	-2.5	4%	1%
COC(=O)CCSCC(=O)N1N=C(c2ccc(OC)cc2)CC1c1cccc(OC)c1OC (stereo unspecified)	-12%	6	15%	23%	7%	-2.2	-14%	-2%
Cc1cnc(NC(=O)c2ccncc2)s1	11%	-12	27%	-7%	3%	-0.2	2%	3%
CCOC(=O)C1C(=O)NC(N2CCOCC2)=NC1c1ccco1 (stereo unspecified)	6%	-9	16%	-36%	4%	-1.4	-7%[57.1 µM]	-1%
O=C(NC(=S)Nc1cccc(NC(=O)c2ccccc2)c1)c1cccc([N+](=O)[O-])c1	-3%	-1	17%	12%	10%	-2.4	-31%[57.1 µM]	-19%
Cc1cccnc1NC(=O)CSc1nnc(COc2ccc(C(C)C)cc2)n1C	5%	-7	-4%	.	-4%	-4.2	1%	-2%
O=C(NCc1cccs1)c1cc(S(=O)(=O)N2CCOCC2)c(Cl)cc1Cl	15%	0	5%	8%	-3%	-2.0	3%	0%
CC(=O)c1c(C)[nH]c(C(=O)OCc2nnc(-c3ccccc3)o2)c1C	-10%	2	18%	5%	-2%	-3.1	-6%	-7%
C/C(CC(=O)Nc1ccc2c(c1)OCCO2)=N\NC(=O)c1ccccc1F	13%	2	-9%	13%	-2%	-2.2	6%	-4%
O=C(Cc1cc(=O)[nH]c(=O)[nH]1)N1CCN(C(=O)c2ccco2)CC1	0%	4	4%	-13%	0%	-0.3	1%	-2%
CC(OC(=O)c1cccs1)C(=O)NCC1CCCO1 (stereo unspecified)	-1%	.	8%	15%	12%	-0.1	7%	-7%
COc1ccc(OCC(=O)N2CCOCC2)cc1	8%	.	-1%	14%	5%	-1.6	-4%	-8%

Pulled by structure from above:
SMILES	EPAC1 antag	PI5P4Ka inh	Abeta yeast res	FUS suppressor	EPAC1 ag	IL-2 act	WRN inhibitor	PLK1 PBD inh
CCS(=O)(=O)Nc1cccc(C(=O)CC2(O)C(=O)Nc3ccccc32)c1 (stereo unspecified)	-17%	6	-4%	-4%	4%	0.2	-16%	-8%
CC(=O)c1c(C)[nH]c(C(=O)OCc2nnc(-c3ccccc3)o2)c1C	-10%	2	18%	5%	-2%	-3.1	-6%	-7%
Cc1cnc(NC(=O)c2ccncc2)s1	11%	-12	27%	-7%	3%	-0.2	2%	3%
COc1ccc(OCC(=O)N2CCOCC2)cc1	8%	.	-1%	14%	5%	-1.6	-4%	-8%
CC1COc2ccccc2N1S(=O)(=O)c1ccc(Cl)cc1 (stereo unspecified)	0%	6	-21%	14%	5%	-0.5	-5%	-25%

The list goes on:
SMILES	EPAC1 antag	PI5P4Ka inh	Abeta yeast res	FUS suppressor	EPAC1 ag	IL-2 act	WRN inhibitor	PLK1 PBD inh
Cc1cc(C)n(CC(=O)N2CCCC(N3CCN(c4ccccc4C)CC3)C2)n1 (stereo unspecified)	-22%	2	-4%	.	-4%	1.1	-1%	-1%
CN(C(=O)COc1nnc(-c2cccs2)c(-c2cccs2)n1)c1ccccc1	-1%	-2	-5%	?	4%	-0.3	-11%	-10%
CCCNC(=O)c1cc(C2CCCCN2C(=O)OCC(C)C)on1 (stereo unspecified)	?	4	-2%	13%	-9%	0.4	-6%	-12%
COC(=O)c1ccc(CSc2ccc3nnc(-c4ccc(F)cc4)n3n2)o1	-4%	-11	-30%	-16%	4%	-0.1	10%	-15%
O=C(c1ccccc1)c1cccs1	-6%	4	-18%	-12%	-10%	1.3	3%	-6%
COc1ccc(NC2=CC(c3ccc(F)cc3)N(c3ccc(OC)cc3)C2=O)cc1 (stereo unspecified)	-14%	0	4%	.	2%	-0.6	3%	-3%
O=C(Nc1ccc(N2CCOCC2)cc1)c1cc2c(s1)CCCCC2	-10%	1	-14%	36%	2%	-0.4	-7%	-15%
O=C(C=Cc1ccccn1)c1ccccc1	-16%	5	-39%[inhibitor]	-2%	-2%	-0.3	-24%	?
CC(=O)c1ccc(OCc2cc(C(=O)N3CCOCC3)no2)cc1	-13%	1	2%	0%	-4%	-1.4	-5%	-1%
COCCN(C(=O)c1csnn1)C(C(=O)NC1CCCC1)c1ccccc1F (stereo unspecified)	4%	2	-1%	-18%	1%	0.4	3%[57.1 µM]	6%
O=C1c2ccccc2C(=O)c2c(NCc3cccnc3)cccc21	-16%	-1	0%	.	7%	0.0	-20%	-9%
CN(C)C1CCCCC=CC(=O)NC1 (stereo unspecified)	-11%	0	-7%	-16%	3%	2.2	4%	0%
CC1CCN(C(=O)COC(=O)c2cccc(S(=O)(=O)N(C)c3ccccc3)c2)CC1	1%	-2	-18%	.	11%	-1.3	6%	-7%
CC(C)(CO)C(O)C(=O)NCCC#N (stereo unspecified)	-2%	7	2%	-30%	2%	-0.6	3%	0%
CCOC(=O)CCNC(=O)CNC(=O)OCc1ccccc1	-1%	-5	-1%	-9%	8%	1.6	5%	-1%
CCOC(=O)c1ccc(NC(=O)CC2C(=O)N(c3ccc(F)cc3)C(=O)N2CCCOC)cc1 (stereo unspecified)	-5%	.	-12%	1%	11%	-1.1	2%	-11%
COc1ccc(CCNC(=O)c2cc(Cl)nc3ccccc23)cc1	-29%	5	6%	14%	8%	-0.2	-7%	8%
O=C(CSc1nnc(-c2ccco2)n1CC1CCCO1)c1ccc(F)cc1 (stereo unspecified)	6%	?	-34%[inhibitor]	7%	3%	-0.7	79µM*	2.7µM*
COc1ccc(NC(=O)COc2cccnc2[N+](=O)[O-])cc1OC	5%	-1	12%	11%	3%	-0.7	-3%	6%
CC(O)(c1ccccc1)c1nc(-c2cc3ccccc3o2)cs1 (stereo unspecified)	-20%	32	?	9%	-8%	-0.2	-10%	2%
CN=c1scc(-c2ccco2)n1/N=C/c1ccc(O)c(O)c1	?	?	-19%	19%	-5%	0.3	-28%[57.1 µM]	?
COc1ccc(S(=O)(=O)Nc2ccc3cn[nH]c3c2)cc1C	-27%	14	-5%	9%	0%	0.0	-1%[57.1 µM]	-9%
CC1CCCC(NC(=O)CSc2cccc[n+]2[O-])C1C (stereo unspecified)	-3%	5	-15%	-23%	-5%	1.3	5%	-15%
O=C(c1ccc2c(c1)OCO2)N1CCN(c2ccc(C(F)(F)F)cn2)CC1	-12%	5	-14%	.	3%	-0.1	-4%	-4%
O=C(Cc1ccccc1)Nc1ccc(N2CCCC2)cc1	-21%	-27	11%	12%	7%	2.6	-8%	-4%
CC(=O)Nc1ccc(NC(=O)CSc2ccc3nnc(-c4cccnc4)n3n2)cc1	2%	0	-1%	8%	0%	1.3	-3%	-20%
COc1ccc(NS(=O)(=O)c2cc(NC(=O)CNC(=O)c3ccc(C)s3)ccc2Cl)cc1	-11%	1	-4%	43%	11%	-6.0	-17%	-7%
COc1cc(C)ccc1S(=O)(=O)N1CCN(C23CC4CC(CC(C4)C2)C3)CC1	-18%	0	-3%	.	9%	0.3	-2%	-3%
Cc1nnc(SCc2nc(N)nc(Nc3ccccc3)n2)s1	-4%	-10	-9%	9%	6%	-1.6	-4%	-5%
Cc1cc(Br)cn2c(Cc3ccsc3)c(-c3ccc(Cl)cc3)nc12	-5%	-6	-5%	27%	5%	1.1	-12%	?
CCCC1CCC(C(=O)Nn2cnc3ccccc3c2=O)CC1 (stereo unspecified)	2%	.	8%	-7%	4%	-1.4	-18%	-4%
Cc1nnsc1C(=O)Nc1ccc(S(=O)(=O)N2CCCCC2C)cc1 (stereo unspecified)	-14%	2	8%	12%	9%	-1.6	-7%	-20%
CCOC(=O)C1=C(C)NC(=O)CC1c1cc2c(cc1[N+](=O)[O-])OCO2 (stereo unspecified)	2%	1	-1%	5%	7%	1.2	-8%	-2%
CCOC(=O)C1(C(=O)OCC)NC(=O)CC1C(C)C (stereo unspecified)	-3%	3	-1%	-5%	4%	0.0	-13%	5%
COc1cc(C2CC(=O)Oc3cc(C)cc(C)c32)cc(OC)c1OC (stereo unspecified)	12%	0	-4%	2%	-7%	-0.6	0%	-19%
CCCCSc1cnn(-c2ccccc2)c(=O)c1SCCCC	-4%	.	-5%	77%	11%	-2.0	-8%	-8%
CC1C(=O)N2CCCc3cc(NS(=O)(=O)c4ccccc4)cc1c32 (stereo unspecified)	7%	-3	9%	16%	12%	-4.9	3%	-7%
O=C(NCc1ccccc1)/C(=C/c1ccccc1)NC(=O)c1ccco1	-9%	10	-10%	2%	-3%	-0.5	1%	-11%
Cc1ccc(S(=O)(=O)N2CCCC2C(=O)Nc2cc(C)on2)cc1 (stereo unspecified)	18%	.	3%	-2%	-3%	-0.1	-18%	1%
O=c1cc(CSc2nnnn2-c2ccccc2)nc2nc[nH]n12	12%	-9	17%	21%	4%	-2.5	1%	-10%
CCN(CCS(=O)(=O)c1ccc(Br)cc1)Cc1nc2ccccc2c(=O)[nH]1	2%	-3	-18%	4%	6%	1.5	-1%	-4%
CSc1nnc(-c2cccc(NC(=O)c3ccccc3)c2)n1C	-2%	-2	-10%	15%	-2%	-1.5	-2%	1%

Screens as filed in PubChem BioAssay.

Not a hit list (roughly 4.1% active in at least one column).
